Luc counter = blocks Kinase-Glo luciferase, a counter-screen artifact | Kinase-Glo luciferase, ATP luminescence, 8 min | Potency, µM (titrated, usually from 38.3 µM), inactives show at the top dose activity change, negative = inhibition, actives largely listed as inhibitors | 200,000 compounds, 0.28% hits | AID 1379; note: potency is the fitted concentration of half-maximal effect; % is set by controls: 0 for no effect and ±100 for the full control effect; nearly all actives have a fitted effect of over 60% in size
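Compounds were added to a substrate mix at pH 7.2 (50 mM imidazole, 10 uM ATP, within the enzyme's linear range), followed by Kinase-Glo detection reagent; luminescence was measured after 8 minutes at ambient temperature.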
HttQ103 aggreg = reduces HttQ103-GFP aggregates in PC12 cells; 220,000 compounds, 1.1% hits; Potency, µM (titrated, usually from 46.1 µM), for inactives: at the top dose activity change, negative = inhibition, usual class: inhibitors; PC12 HttQ103-GFP aggregates, Acumen cytometry, 40 h; note: potency is the fitted concentration of half-maximal effect; % is set by controls: 0 for no effect and ±100 for the full control effect; nearly all actives have a fitted effect of over 60% in size
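PC12 cells stably carrying ecdysone-inducible HTT exon 1 Q103–GFP were induced with tebufenozide (100 nM final) and treated with library compounds in titration. GFP aggregates in lysates were counted by laser scanning cytometry.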
HTT cytoprotect = cytoprotection in Huntington HTT-Q103 PC12 cell model | PC12 HTT-Q103 induced, cytoprotection, ATP luminescence, 40 h | Potency, µM (titrated, usually from 56.4 µM), inactives show cytoprotection (ATP increase), usual class: activators | 230,000 compounds, 0.14% hits | AID 1471;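 note: potency is the fitted concentration of half-maximal effect; % of control where 0% means no effect; nearly all actives have a fitted effect of over 45% in size; toxic huntingtin expression switched on by the ecdysone agonist tebufenozide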
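Compounds added alongside 100 nM tebufenozide, which induces toxic Q103 huntingtin exon 1-GFP in stable PC12 cells; surviving cells quantified by luminescent ATP measurement. Medium: phenol red-free DMEM, 5% equine and 5% calf serum.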
LMNA splice mod = changes lamin A minigene splicing in HeLa cells; 200,000 compounds, 0.01% hits; HeLa LMNA splicing GFP/RFP minigene ratio, 48 h; Potency, µM (top dose mostly 46.1 µM), without a hit: top-dose ratio change, negative = inhibition, hits mostly inhibitors; active = well fitted inhibition curve with a large enough effect in the signal ratio, with a control signal flat, not every such curve was filed as active; inconclusive = small, poorly fitted or top-dose-only effect, or effect the other way, or a change in a side signal; the % refers to the signal ratio; note: potency is the fitted concentration of half-maximal effect; % is set by controls: 0 for no effect and ±100 for the full control effect
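S3 HeLa stable clones carrying a lamin A-EGFP splicing minigene plus DsRed2 were seeded at 600 cells/well in Opti-MEM with 2% FBS, pin-dosed and incubated 48 h at 37°C. Acumen cytometry (488 nm) gave the GFP/RFP total-intensity ratio.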
CBFb-RUNX1 inh = inhibitors of human CBF-beta and RUNX1 interaction; Q01196+Q13951; AlphaScreen CBFb-His/RUNX1-biotin binding, biochemical; Potency, µM (doses to about 59.8 µM), inactives show at the top dose activity, negative = inhibition, actives largely listed as inhibitors; 230,000 tested, under 10 active; AID 1477; note: % of control where 0% means no effect
Target sequence (Q01196 whole entry, looked up): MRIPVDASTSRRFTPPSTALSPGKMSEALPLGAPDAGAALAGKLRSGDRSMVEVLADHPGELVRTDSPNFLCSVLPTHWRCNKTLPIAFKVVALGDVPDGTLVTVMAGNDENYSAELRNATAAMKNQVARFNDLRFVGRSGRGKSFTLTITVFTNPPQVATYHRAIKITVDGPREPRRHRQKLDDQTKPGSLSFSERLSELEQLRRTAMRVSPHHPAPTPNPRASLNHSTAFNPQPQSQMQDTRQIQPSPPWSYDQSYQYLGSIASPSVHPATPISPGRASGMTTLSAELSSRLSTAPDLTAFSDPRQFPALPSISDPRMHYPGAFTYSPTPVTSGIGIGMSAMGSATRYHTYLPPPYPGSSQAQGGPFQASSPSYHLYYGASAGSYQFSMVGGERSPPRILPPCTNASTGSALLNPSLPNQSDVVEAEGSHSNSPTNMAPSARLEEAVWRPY
Target sequence (Q13951 whole entry, looked up): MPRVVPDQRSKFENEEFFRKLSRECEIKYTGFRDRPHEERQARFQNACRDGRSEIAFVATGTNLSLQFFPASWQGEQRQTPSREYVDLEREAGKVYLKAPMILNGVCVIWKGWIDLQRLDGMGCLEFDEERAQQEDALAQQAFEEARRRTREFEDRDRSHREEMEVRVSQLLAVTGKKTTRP
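CBFb-His/RUNX1-biotin, 30 nM each, preincubated 20 min RT; compound 15 min RT; Ni + streptavidin beads 50 ng each, 90 min RT; AlphaScreen read.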
IMPase Li cell = IMPase inhibition in cells with lithium potentiation; CHO-M1 cells, IP1 TR-FRET (IP-One), carbachol + lithium; Potency, µM (series often up to 59.4 µM), inactives show at the highest dose activity, negative = IMPase inhibition, usual class: inhibitors; 210,000 compounds, 0.35% hits; AID 1457;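 note: IP1 builds up when IMPase is blocked and the TR-FRET signal falls; potency is the fitted concentration of half-maximal effect; plate controls were basal vehicle for no effect and high inhibitor control for full effect; nearly all actives have a fitted effect of over 50% in size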
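CHO-M1, 2000 cells/well, 16–30 h culture; cpd + low Li+, 30 min 37C; lysis with d2-IP1/Eu-anti-IP1 Ab, 10 min RT; TR-FRET 665/620 ratio and 620 channel; AC50 via Hill.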
SMN2 splice enh = increases expression of the SMN2 splice variant | HEK293 SMN2-luciferase splicing reporter, luminescence, 30-36 h | Potency, µM (series often up to 46.1 µM), for inactives: at the top dose activity change, positive = activation, hits mostly activators | 210,000 compounds, 2.8% hits | AID 1458; note: potency is the fitted concentration of half-maximal effect; % of control where 0% means no effect; nearly all actives have a fitted effect of over 55% in size
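HEK293 cells carry an SMN2 minigene-luciferase reporter in which exon 7 inclusion puts luciferase in frame. Cells were seeded at 2000 cells/well, attached for 10-12 hours, then exposed to compounds for 30-36 hours at 37C before ONE-Glo luminescence.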
* hit, by the source's call; ? = inconclusive; . = no result given; & = joins results of further samples; [ ] = remark or other dose. Unless noted, calls come from the whole dose curve; as a rule, active = well fitted curve in the direction sought with a large enough effect; inconclusive = small, poorly fitted or top-dose-only effect, or another doubt; inactive = no such curve, though single readings can be large; an effect the other way counts as inactive or inconclusive.

SMILES	Luc counter	HttQ103 aggreg	HTT cytoprotect	LMNA splice mod	CBFb-RUNX1 inh	IMPase Li cell	SMN2 splice enh
CCCCCC(=O)NC(=S)Nc1ccc(Cl)cn1	-2%	-6%	13%[0.074 µM]	22%	5%	1%	6%
CCN(CC)CCn1c(NC(=O)c2ccc(Cl)cc2)nc2ccccc21	-2%	?	7%	3%	4%	46%[activator][38.3 µM]	-3%
CC(C(=O)N(C)C)N(C#N)c1nc(N(C)C)nc(N(C)C)n1 (configuration not stated)	-5%	-2%	1%	-1%	0%	-14%[38.3 µM]	-4%
COC(=O)[C@@]1(Cc2ccc(OC)cc2)[C@H]2c3cc(C(=O)N(C)C)n(Cc4ccc(OC(F)(F)F)cc4)c3C[C@H]2CN1C(=O)c1ccccc1	0%&-3%	?	14%	?	6%[2.36 µM]	16%&5%	-72%&-12%
CC(C)=C1SC(N2CCN(c3cccc(C)c3)CC2)=NC1=O	-5%	-2%	3%	-9%	1%	26%[38.3 µM]	5%
CC(=O)NS(=O)(=O)c1ccc(NC(=O)NC2CCCCC2)cc1	-1%	6%	10%	6%	-4%	3%[38.3 µM]	-8%
Cc1cc(C)c(NC(=O)c2cnn(C)c2)c(C)c1	-2%	13%	.	-1%	6%	0%	-4%
COc1ccc(-c2cnn3c4c(c(C)nc23)CCN4C2CCCC2)cc1OC	3%	-7%	10%[10 µM]	-3%	9%	9%	8%
c1ccc2c(c1)OCCOCCOCCOCCOCCOc1ccccc1OCCOCCOCCO2	12%	?	.	?	10%	2%	-59%[inhibitor]
Cc1ccc(CC(=O)Nc2ccc(F)c([N+](=O)[O-])c2)cc1	-3%	11%	20%[10 µM]	?	-2%	7%	-10%
NCCSCCC(=O)O	-5%[7.66 µM]	.	-15%[10 µM]	.	.	-2%	-5%[9.22 µM]
CCC(=O)Nc1ccc(/C(C)=N/NC(=O)c2c(Br)c(C)nn2C)cc1	0%	-2%	.	-5%	-4%	6%	12%
O=C(O)CC1=C(Nc2ccccc2)C(=O)N(c2ccccc2)C1c1ccc(Cl)cc1 (configuration not stated)	.	16%[9.22 µM]	10%[10 µM]	.	-3%	.	.
CNc1ncncc1-c1ccccc1OC	-5%	.	14%	9%	.	-10%	-9%
CC(C)OC(=O)c1nn2c(C(F)(F)F)cc(-c3ccco3)nc2c1Cl	3%	9%	-5%[10 µM]	0%	-6%	-6%	2%
O=C1CC(NCc2ccc3c(c2)OCO3)C(=O)N1CCc1ccccc1 (configuration not stated)	-1%	4%	-8%	7%	7%	19%[38.3 µM]	-11%
CC(NC(=O)/C=C/c1ccccc1)c1ccccc1 (configuration not stated)	0%	-11%[9.22 µM]	-13%[10 µM]	?	7%	7%	.
CCCNC(=O)NNC(=O)c1ccc(F)cc1	-2%	-13%	?	.	-1%	-13%	-8%
CN(C)c1ccc(CN2CCCCCC2)cc1	-4%	1%	-7%[10 µM]	7%	-4%	10%[38.3 µM]	3%
CCn1c(SCC(=O)N/N=C/C=C\c2ccccc2[N+](=O)[O-])nnc1-c1ccccc1	0%	-2%	-33%	-8%	1%	3%[38.3 µM]	-9%
O=C(c1ccco1)[C@@H]1[C@@H]2C(=O)N(c3ccc(F)cc3)C(=O)[C@@H]2C2c3ccccc3C=CN21 (some centres not stated)	-12%	17%	-3%	2%	-7%	-10%[38.3 µM]	10%
CC(=O)Nc1ccc2ccccc2c1	18%	-12%	-10%	4%	14%	34%[38.3 µM]	7%
COc1cc(/C=N/NC(=O)c2ccc(C)nc2)cc([N+](=O)[O-])c1O	-7%	0%	7%[10 µM]	.	18%	32%[activator]	2%
CC(C)c1ccc(-c2nc3c([nH]2)c(=O)n(C)c(=O)n3C)cc1	0%	15%	-27%[0.074 µM]	-6%	4%	5%[38.3 µM]	23%
Cc1ccccc1Cn1ccc(NC(=O)c2nc3ncccn3n2)n1	3%	4%	-1%[0.074 µM]	-7%	7%	29%[38.3 µM]	?
OCCNc1ncnc2c1ncn2Cc1ccccc1	-5%	?	5%	11%	2%	-2%[38.3 µM]	10%
CCOC(=O)C(C)Oc1c(C(=O)OC)sc2ncccc12 (configuration not stated)	-2%	-2%	-21%	.	-9%	7%	3%
CN1C[C@@H]2C[C@@H](c3cccn3-c3nccs3)N3CCC[C@@]23C1=O	.	7%[9.22 µM]	-1%[10 µM]	.	6%	7%	.
CCOC(=O)C(=O)N1CCC(C(=O)OC)CC1	1%	9%	-29%	.	1%	-4%	11%
O=C1/C(=C\c2ccsc2)N2CCC1CC2	.	2%[9.22 µM]	29%[10 µM]	.	11%	.	.
COc1ccc(CCN(C)Cc2nc(-c3cnccn3)no2)cc1OC	.	-7%[9.22 µM]	-2%[10 µM]	.	2%	.	.
c1ccc2sc(NN=C3CCCC3)nc2c1	-16%	-15%	-66%[inhibitor]	.	-8%	-1%	3.2µM*
CCN(CC)S(=O)(=O)N1CCC(C(=O)NCc2ccc(C)cc2)CC1	-2%	6%	-28%	0%	7%	5%[38.3 µM]	3%
COc1cc(/C=C2\C(C)=C(C#N)c3nc(N)c(C#N)c(C)c32)ccc1OCC(=O)O	.	4%[9.22 µM]	3%[10 µM]	.	-14%	.	.
O=C(Nc1ccn(Cc2ccccc2F)n1)c1ccc(COc2ccc(Br)cc2)cc1	0%	0%	8%	-10%	-2%	5%[38.3 µM]	-53%[inhibitor]
COCC1CCN(C(=O)c2cc(COc3ccc4ncccc4c3)on2)CC1	0%	-7%[9.22 µM]	24%[10 µM]	?	-1%	13%	.

Brought forward from above: 3 compounds; new compounds follow.
SMILES	Luc counter	HttQ103 aggreg	HTT cytoprotect	LMNA splice mod	CBFb-RUNX1 inh	IMPase Li cell	SMN2 splice enh
COc1cc(/C=C2\C(C)=C(C#N)c3nc(N)c(C#N)c(C)c32)ccc1OCC(=O)O	.	4%[9.22 µM]	3%[10 µM]	.	-14%	.	.
O=C(Nc1ccn(Cc2ccccc2F)n1)c1ccc(COc2ccc(Br)cc2)cc1	0%	0%	8%	-10%	-2%	5%[38.3 µM]	-53%[inhibitor]
COCC1CCN(C(=O)c2cc(COc3ccc4ncccc4c3)on2)CC1	0%	-7%[9.22 µM]	24%[10 µM]	?	-1%	13%	.
COC(=O)c1sc(N(C)C)c(C#N)c1-c1ccccc1	.	-9%[9.22 µM]	11%[10 µM]	.	9%	.	.
COc1ccccc1CN1CC(C(=O)NC2CCCCC2)CC1=O (configuration not stated)	-9%	2%	-6%	10%	3%	-9%[38.3 µM]	6%
CCOC(=O)CCCNC(=O)CCNC(=O)c1ccc(OC)cc1	2%	-8%	16%[10 µM]	3%	-5%	15%[38.3 µM]	-1%
Cc1cc(C)nc(SCC(=O)Nc2ncc3c(n2)CCCC3=O)n1	5%	-11%	-11%[0.074 µM]	10%	4%	26%[38.3 µM]	9%
CC(=O)N1N=C(c2ccccc2)OC1c1ccc([N+](=O)[O-])s1 (configuration not stated)	-1%	?	-174%[inhibitor]	.	-14%	10%	-16%
C[n+]1ccccc1N1CCN(c2ccccc2Cl)CC1	-2%	?	20%[10 µM]	?	7%	8%	-1%
CN1CCN(c2ccc(NC(=O)Cc3ccccc3)cc2)CC1	-1%	3%	-11%	-5%	4%	34%[38.3 µM]	17%
CCC(=O)N1CCN(c2ccc(NC(=S)NC(=O)c3cccc([N+](=O)[O-])c3)cc2)CC1	2%	19%	3%[10 µM]	-9%	-9%	17%	-41%[inhibitor]
O=C(CNCCc1ccccc1)N1CCc2ccccc2C1	2%	25%	-16%	-14%[9.22 µM]	8%	2%	-12%
O=C(COC(=O)c1ccccc1Nc1ccccc1)NCc1ccccc1	.	-1%	-15%[10 µM]	-9%	-1%	.	.
CN(C)S(=O)(=O)c1cccc(NC(=O)COC(=O)c2cc(=O)[nH]c(=O)[nH]2)c1	-1%	26%	-30%	.	3%	-3%	14%
COCCCNC(=O)C1CCCN(S(=O)(=O)c2ccc(C)cc2)C1 (configuration not stated)	0%	-10%	-1%[10 µM]	-2%	5%	5%	-12%
Cc1cc(NC(=O)CSc2nc(C3CCCCC3)nc3ccccc23)no1	-1%	28%	15%[10 µM]	?	7%	10%	-33%[inhibitor]
O=C(NC(=S)NCc1ccccc1)c1ccccc1	-1%	23%	-17%	-7%[46 µM]	2%	-4%	17%
O=C(CC(c1ccccc1)c1ccccc1O)N1CCCC1 (configuration not stated)	-4%	2%	13%	5%	-1%	37%[activator][38.3 µM]	27%
C[C@@H](C(=O)Nc1ccc2ccccc2c1)[C@H]1C[C@]1(C)[C@H](NC(=O)c1cccnc1)c1ccccc1	0%&2%	?	-88%[inhibitor]	?	0%[2.36 µM]	16%&1%	-13%&-18%
COc1ccccc1N1CCN(c2nc3ccccn3c(=O)c2C=O)CC1	1%	-2%	3%[10 µM]	?	6%	2%	-35%[inhibitor]
CCCCOC(=O)CCCc1ccc([N+](=O)[O-])cc1[N+](=O)[O-]	0%	14%	-18%	1%[9.22 µM]	29%	16%	-3%
COc1ccc(-n2c(C)cc(/C=N/Nc3nc(N4CCOCC4)nc(N4CCOCC4)n3)c2C)cc1	-1%	14%	15%[10 µM]	?	-18%	2%	-21%
CN1CCN(c2ccc(NC(=O)c3ccc4c(c3)OCCO4)cc2Cl)CC1	0%	.	.	?	1%	14%	14µM*
Cc1cc(C)cc(Nc2ncnc3nc[nH]c23)c1	.	0%[9.22 µM]	-3%[10 µM]	.	5%	.	.
Fc1ccc(NCc2nnc3n2CCCCC3)cc1	2%	-3%	-18%	?	11%	1%	2%
O=C(c1ccc(Cn2cc(Br)cn2)cc1)N1N=C(C(F)F)CC1(O)C(F)F (configuration not stated)	0%	5%	.	?	3%	2%	-15%
Cn1nc(-c2ccccc2)c(CO)c1Oc1ccc(F)cc1	0%	4%	-51%	.	6%	-3%	-20%
CN(C)CCCN(Cc1ccccc1)C(=S)Nc1cccc(C(F)(F)F)c1	.	0.0006µM*	.	?	-21%	.	.
Cc1cc(C)n(C(=O)c2nn(C)c(C)c2[N+](=O)[O-])n1	7%	3%	-3%[1.9 µM]	-4%	2%	4%	-26%
CCOc1ccc(NC(=S)NC(=O)c2c(Br)cnn2C)c([N+](=O)[O-])c1	-1%	16%	.	-5%	?	3%	3%

Screening data as filed in PubChem.
